HTT cytoprotect: qHTS Multiplex Assay to Identify Dual Action Probes in a Cell Model of Huntington: Cytoprotection (ATP); PC12 HTT-Q103 induced, cytoprotection, ATP luminescence, 40 h; Potency, µM (titrated, usually from 56.4 µM), without a hit: cytoprotection (ATP increase), actives largely listed as activators; 230,000 compounds, 0.14% hits;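 also: potency is read from the fitted curve at half-maximal effect; % of control where 0% means no effect; nearly all actives have a fitted effect of over 45% in size; toxic huntingtin expression switched on by the ecdysone agonist tebufenozide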
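Readout: ATPlite luminescence (ATP level). Model: stable PC12, inducible Htt exon1 Q103-GFP. Inducer: tebufenozide, 100 nM final. Compounds: dose series. No G418 in medium.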
CBFb-RUNX1 inh: qHTS Assay for Compounds Blocking the Interaction Between CBF-beta and RUNX1 for the Treatment of Acute Myeloid Leukemia; AID 1477, 2009; Potency, µM (top dose mostly 59.8 µM), for inactives: at the top dose activity, negative = inhibition, most hits filed as inhibitors; 230,000 tested, under 10 active; AlphaScreen CBFb-His/RUNX1-biotin binding, biochemical; also: % of control where 0% means no effect
Target sequence (Q01196 whole entry, looked up): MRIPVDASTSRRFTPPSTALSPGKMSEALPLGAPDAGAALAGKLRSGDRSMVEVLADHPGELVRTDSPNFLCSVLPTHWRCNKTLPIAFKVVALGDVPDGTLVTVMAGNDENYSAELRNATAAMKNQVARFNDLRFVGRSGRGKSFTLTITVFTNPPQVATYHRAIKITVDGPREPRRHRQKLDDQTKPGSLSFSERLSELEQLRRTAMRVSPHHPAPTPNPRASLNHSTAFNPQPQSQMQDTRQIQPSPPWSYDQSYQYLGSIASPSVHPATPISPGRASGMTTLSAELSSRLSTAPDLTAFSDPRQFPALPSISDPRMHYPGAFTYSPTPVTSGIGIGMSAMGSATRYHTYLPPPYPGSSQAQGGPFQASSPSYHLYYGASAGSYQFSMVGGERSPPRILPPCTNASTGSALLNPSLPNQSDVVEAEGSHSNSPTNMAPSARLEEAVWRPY
Target sequence (Q13951 whole entry, looked up): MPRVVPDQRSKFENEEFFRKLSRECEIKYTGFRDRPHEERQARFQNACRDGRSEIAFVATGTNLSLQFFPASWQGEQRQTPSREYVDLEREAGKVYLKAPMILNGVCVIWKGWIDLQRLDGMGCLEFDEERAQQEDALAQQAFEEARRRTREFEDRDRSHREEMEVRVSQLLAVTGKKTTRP
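CBF-beta (His) and RUNX1 (biotin), 30 nM each; 20 min preassociation; + compound, 15 min; + beads 50 ng each (Ni, streptavidin), 90 min; RT; AlphaScreen read.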
HttQ103 aggreg: qHTS Multiplex Assay to Identify Dual Action Probes in a Cell Model of Huntington: Aggregate Formation (GFP); PC12 HttQ103-GFP aggregates, Acumen cytometry, 40 h; Potency, µM (highest dose often 46.1 µM), for inactives: top-dose activity change, negative = inhibition, most hits filed as inhibitors; 220,000 compounds, 1.1% hits; AID 1688, 2009; also: potency is read from the fitted curve at half-maximal effect; % is scaled to controls: 0 for no effect and ±100 for the full control effect; nearly all actives have a fitted effect of over 60% in size
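Ecdysone-promoter PC12 model expressing HTT exon 1 Q103 fused to GFP, induced by tebufenozide at 100 nM final. Compounds titrated; aggregates sized 1–25 µm scored on a 488 nm laser cytometer.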
Luc counter: Counterscreen for Luciferase (Kinase-Glo TM) Inhibition; Luciferin 4-monooxygenase (Photuris pensylvanica), Q27757; Kinase-Glo luciferase, ATP luminescence, 8 min; Potency, µM (highest dose often 38.3 µM), without a hit: at the top dose activity change, negative = inhibition, actives largely listed as inhibitors; 200,000 compounds, 0.28% hits; also: potency is read from the fitted curve at half-maximal effect; % is scaled to controls: 0 for no effect and ±100 for the full control effect; nearly all actives have a fitted effect of over 60% in size
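Kinase-Glo luciferase light output from ATP and luciferin was measured with 10 uM ATP, within the enzyme's linear range. Buffer: 50 mM imidazole pH 7.2, 50 mM KCl, 7 mM MgCl2, 0.01% Tween 20, 0.05% BSA; luminescence read after 8 min at ambient temperature.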
LMNA splice mod: qHTS Assay for Modulators of Lamin A Splicing; 200,000 compounds, 0.01% hits; HeLa LMNA splicing GFP/RFP minigene ratio, 48 h; AID 1487, 2009; Potency, µM (doses to about 46.1 µM), inactives show top-dose ratio change, negative = inhibition, most hits filed as inhibitors; active = well fitted inhibition curve with a large enough effect in the signal ratio, with a control signal flat, not every such curve was filed as active; inconclusive = small, poorly fitted or top-dose-only effect, or effect the other way, or a change in a side signal; the % refers to the signal ratio; also: potency is read from the fitted curve at half-maximal effect; % is scaled to controls: 0 for no effect and ±100 for the full control effect
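S3 HeLa cells stably expressing lamin A-EGFP splicing minigene plus DsRed2, 600 cells/well, 48 h compound exposure at 37C. Laser-scanning cytometry; analysed as GFP (500-530 nm)/RFP (575-640 nm) total intensity ratio; 0.5% DMSO vehicle.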
IMPase Li inh: qHTS Assay for Identifying the Cell-Membrane Permeable IMPase Inhibitors: Potentiation with Lithium; CHO-M1 cells, IP1 TR-FRET (IP-One), carbachol + lithium; Potency, µM (doses to about 59.4 µM), inactives show at the highest dose activity, negative = IMPase inhibition, hits mostly inhibitors; AID 1457, 2008; 210,000 compounds, 0.35% hits;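 also: IP1 builds up when IMPase is blocked and the TR-FRET signal falls; potency is read from the fitted curve at half-maximal effect; plate controls were basal vehicle for no effect and high inhibitor control for full effect; nearly all actives have a fitted effect of over 50% in size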
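CHO cells stably expressing M1 receptor (2000/well, cultured 16–30 h) treated 30 min at 37C with compound plus low lithium. Cytosolic IP1 by TR-FRET (665/620 ratio and 620 channel) after 10 min lysis; AC50 by Hill fit.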
SMN2 splice enh: qHTS Assay for Enhancers of SMN2 Splice Variant Expression. 210,000 compounds, 2.8% hits. Potency, µM (top dose mostly 46.1 µM), for the others: at the highest dose activity change, positive = activation, hits mostly activators. AID 1458, 2008. HEK293 SMN2-luciferase splicing reporter, luminescence, 30-36 h; also: potency is read from the fitted curve at half-maximal effect; % of control where 0% means no effect; nearly all actives have a fitted effect of over 55% in size
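HEK293 cells carry an SMN2 minigene-luciferase reporter in which exon 7 inclusion puts luciferase in frame. Cells were seeded at 2000 cells/well, attached for 10-12 hours, then exposed to compounds for 30-36 hours at 37C before ONE-Glo luminescence.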
* marks the source's active call; other numbers are inactive results; ? = inconclusive; / = no result given; & = joins results of further samples; [ ] = another dose, or the depositor's remark. Unless noted, calls follow the shape of the dose curve; as a rule, active = well fitted curve in the direction sought with a large enough effect; inconclusive = small, poorly fitted or top-dose-only effect, or another doubt; inactive = no such curve, though single readings can be large; an effect the other way counts as inactive or inconclusive. Some of the compounds tested; count on the stated rates, not on these rows.

SMILES | HTT cytoprotect | CBFb-RUNX1 inh | HttQ103 aggreg | Luc counter | LMNA splice mod | IMPase Li inh | SMN2 splice enh
C1C[C@@H]2CN(CCCN3CCOCC3)[C@@H](C1)O2 | 11%[10 µM] | / | / | 3%[7.66 µM] | / | -5% | 4%[9.22 µM]
O=C1c2ccccc2C2(c3ccc(Cl)cc3)NCCN12 (stereo not given) | -10% | 0% | ? | 1% | 2% | 1%[38.3 µM] | -53%[inhibitor]
CCCCn1c(O)c(/C=N/NC(=O)c2ccncc2)c(=O)[nH]c1=O | 19%[10 µM] | ? | -13%[9.22 µM] | / | / | / | /
Cc1ccc(NC(=O)CN2C(=O)CN=C(c3ccccc3)c3cc(Cl)ccc32)cc1 | -9% | -16% | -7% | 9% | 9% | -2%[38.3 µM] | -51%[inhibitor]
Nc1ccc([N+](=O)[O-])cc1 | -29% | 12%[21.7 µM] | / | / | / | 2% | -19%
COC1=CC23CCCN2CCc2cc4c(cc2C3C1O)OCO4 (stereo not given) | / | 30% | / | -2% | / | -10% | 10%
CCCN(CCC)[C@H]1CCc2c(F)ccc(O)c2C1 | 12%&-2%[1.9 µM] | 10% | / | -1% | ? | 35%[activator] | -43%
COc1ccc(OC)c(N2Cc3ccccc3C2=N)c1 | 23% | -1% | 8% | 1% | / | 11% | -10%
O=C1/C(=C\c2ccncc2)N2CCC1CC2 | 15%[10 µM] | 6% | -17%[9.22 µM] | / | / | / | /
CC(C)CN1CCN(Cc2ccc(C(F)(F)F)cc2)CC1CCO (stereo not given) | 15%[10 µM] | 8% | -2%[9.22 µM] | / | / | / | /
Cn1c(O)c(C=NC2C(=O)C3(C)CCC2C3(C)C)c(=O)n(C)c1=O (stereo not given) | 5% | -8% | -13% | -5% | -3% | 25%[38.3 µM] | ?
CC(=O)OC1N=C(c2ccccc2)c2ccccc2NC1=O (stereo not given) | -73%[inhibitor] | 4% | 19% | -2% | -5% | 2%[38.3 µM] | 9%
CCCCn1c(O)c(C(CC)=NCCCN(C)C)c(=O)[nH]c1=O | -1%[0.074 µM] | 4% | -3% | -4% | 6% | 19%[38.3 µM] | 27%
CN(C)C(=O)Nc1ccc(Cl)cc1 | -7% | -1%[21.7 µM] | / | / | / | 10% | -6%
CCCC(=O)NC(Oc1ccc(C(C)=O)cc1)C(Cl)(Cl)Cl (stereo not given) | 31%[10 µM] | 2% | 14%[9.22 µM] | 3% | 16%[46 µM] | -2% | /
c1ccc2sc(C3(NCC4CC4)CCCCC3)cc2c1 | -35%[inhibitor] | 10% | / | / | / | 13% | -11%
CCCCCCCCCOc1ccc2[nH]cc(CCN)c2c1 | -14% | -1% | / | -2% | / | -6%&-9% | -16%
Cn1c(=O)c2c(nc(SCc3ccccc3)n2Cc2ccc(Cl)cc2)n(C)c1=O | 8%[10 µM] | 3% | ? | 2% | -6% | 18% | -8%
CCCC12CN3CN(C1)CC(CCC)(C3)C2O (stereo not given) | -3% | -7% | -6%[9.22 µM] | 1% | 9% | -4%[38.3 µM] | -10%
O=c1ccc2cc(OC3OC(CO)C(O)C(O)C3O)c(O)cc2o1 (stereo not given) | -8%[1.9 µM] | 21%[21.7 µM] | / | 3% | / | 10µM* | /

Entries above that have fluorine, in the order listed:
SMILES | HTT cytoprotect | CBFb-RUNX1 inh | HttQ103 aggreg | Luc counter | LMNA splice mod | IMPase Li inh | SMN2 splice enh
CCCN(CCC)[C@H]1CCc2c(F)ccc(O)c2C1 | 12%&-2%[1.9 µM] | 10% | / | -1% | ? | 35%[activator] | -43%
CC(C)CN1CCN(Cc2ccc(C(F)(F)F)cc2)CC1CCO (stereo not given) | 15%[10 µM] | 8% | -2%[9.22 µM] | / | / | / | /

Other results.
SMILES | HTT cytoprotect | CBFb-RUNX1 inh | HttQ103 aggreg | Luc counter | LMNA splice mod | IMPase Li inh | SMN2 splice enh
Nc1c2c(nc3sc4c(c13)CCCC4)CCCC2 | -7%[10 µM] | -8% | 11%[9.22 µM] | -3% | -22%[46 µM] | 29% | 13%
C=CCn1c(O)c(C(CC)=NC(C)c2ccccc2)c(=O)[nH]c1=O (stereo not given) | 10% | -4% | -33% | -3% | -16% | -18%[38.3 µM] | 20%
O=C(COC(=O)Cc1ccccc1)Nc1cc(S(=O)(=O)N2CCOCC2)ccc1N1CCCC1 | -2%[10 µM] | -2% | -3% | 1% | -18% | 2% | -36%[inhibitor][1.84 µM]
c1ccc2c(CNC3CCCCCC3)c[nH]c2c1 | -10%[10 µM] | 1% | ? | 2% | ? | -1%[38.3 µM] | -3%
COc1ccc(-c2nnc3sc(C4CCCCC4)nn23)cc1OC | -24%[0.074 µM] | 4% | -9% | -3% | ? | 37%[activator][38.3 µM] | -1%
CC(=O)OC(C)(C)/C=C/C(=O)[C@](C)(O)[C@H]1[C@H](O)C[C@@]2(C)[C@@H]3CC=C4[C@H](C[C@H](O)C(=O)C4(C)C)[C@]3(C)C(=O)C[C@]12C | / | 2% | ? | 1% | ? | -2% | -87%[inhibitor]
CC[C@H](C)[C@H](NC(=O)[C@@H]1CCCN1C(=O)[C@H](CCC(=O)O)NC(=O)[C@@H](NC(=O)[C@H](Cc1ccccc1)NC(=O)[C@@H]1CCCN1C(=O)[C@@H](N)Cc1ccc(O)cc1)C(C)C)C(=O)O | -10% | 8% | / | / | / | 0% | 1%
CCOC(=O)C1CCN(/C=C2/C(=O)NC(=O)N(Cc3ccco3)C2=O)CC1 | 5% | ? | -3% | 1% | -10% | 0%[38.3 µM] | 0%
Cc1cc(=O)[nH]c(CCl)n1 | -6%[10 µM] | 3% | ? | 0% | / | -3% | ?
COc1ccc(CNC(C)Cc2cccs2)cc1 (stereo not given) | 6%[10 µM] | -8% | 3% | -1% | 17%[46 µM] | -6% | -11%
CCC(=NCc1ccco1)c1c(O)n(-c2ccccc2C)c(=O)[nH]c1=O | 2%[10 µM] | -1% | 0%[9.22 µM] | / | / | / | /
CC1(C)CN=C(Nc2ccc(F)c(Cl)c2)S1 | 13%[10 µM] | -2% | -7%[9.22 µM] | / | / | / | /
c1ccc(C2N3CCCN23)cc1 (stereo not given) | -6%[10 µM] | 7% | 0% | 4% | -5% | 1% | 5%
CC1=CC[C@@H]2[C@@H](C1)c1c(O)cc(CC#CCCCNS(C)(=O)=O)cc1OC2(C)C | ? | -5% | / | 1% | / | -16% | -46%[inhibitor]
CC12CN3CC(C)(CN(C1)C31CCOCC1)C2=O | 25%[10 µM] | 4% | -6% | -1% | -8% | 0% | 5%
CN(C)C(=O)Oc1ccc(OC(=O)c2ccccc2)cc1 | 7%[10 µM] | 14% | 14% | ? | 2% | 3% | 5%
COc1ccccc1CCNC1CCC(C(C)(C)C)CC1 (stereo not given) | -24% | -1% | 14% | / | ? | / | /
Cc1cc(S(=O)(=O)NC(C)C)ccc1OCC(=O)N1CCN(Cc2ccc3c(c2)OCO3)CC1 | 12% | 2% | -21% | 1% | ? | 16%[38.3 µM] | -62%[inhibitor]
CN(C)C(Cc1ccc(C#N)cc1)C(=O)c1ccccc1 (stereo not given) | 3%[1.9 µM] | 1% | 16% | -1% | 4% | 12% | -9%
CN1CCC2(CC1)CCN(C(=O)Oc1ccccc1)CC2 | -5% | / | / | -2% | / | 5% | 13%
CCC(N)Cc1c[nH]c2ccccc12 (stereo not given) | -4%[10 µM] | 5% | 13%[9.22 µM] | / | / | / | /
CC(=NCc1cccnc1)c1c(O)n(Cc2ccccc2)c(=O)[nH]c1=O | 0%[10 µM] | -9% | 20% | 1% | -3% | 3% | -3%
CC12CCC3C(CC=C4CC(O)CCC43C)C1C/C(=C\c1cccc(F)c1)C2=O (stereo not given) | ? | 3% | -10% | / | -2% | / | /
CCn1ccnc1CN1CCCC(C(=O)c2cc(F)ccc2OC)C1 (stereo not given) | 12%[10 µM] | -8% | -13%[9.22 µM] | 3% | 8%[46 µM] | 21% | /
O=C1C=C2C=C[C@@H]3C[C@@]2(O1)[C@H]1CCCCN31 | ? | -9% | / | 2%[39.9 µM] | / | 6%&15% | /
COc1cccc(-n2c(O)c(C=NCc3ccc4c(c3)OCO4)c(=O)[nH]c2=O)c1 | -1% | 5% | 10% | -3% | 7% | 1%[38.3 µM] | -9%
Fc1ccc(C2=CCN(C(c3ccc(Cl)cc3)c3nnnn3Cc3ccccc3)CC2)cc1 (stereo not given) | -5%[10 µM] | 13% | -6% | -1% | -24% | 8% | -37%[inhibitor]
CCn1cc(C(=O)c2ccccc2)c2ccccc21 | -6% | 3% | -16% | 19% | 9% | 27%[38.3 µM] | -17%
CC1=NN(c2ccccc2)C(=O)C1/C=C1\C(=O)NC(=O)N(c2cc(C)cc(C)c2)C1=O (stereo not given) | -5%[10 µM] | 2% | 7% | -5% | -8% | 4% | 8%
CCC(C)C1N=C(c2ccccc2)c2cc(Cl)ccc2N(CC(=O)NCc2ccco2)C1=O (stereo not given) | 17% | 2% | -5% | 5% | -9% | 10%[38.3 µM] | -12%
CCCc1cc2c(n1Cc1cccc(Cl)c1)C(C)C1CN(C(=O)c3ccccc3)C(C)(C(=O)OC)C21 (stereo not given) | -34%[inhibitor] | 9% | / | -7% | / | 6% | -25%
CS/C(N)=C(C#N)/C(C#N)=C(\N)SC | -163%[inhibitor] | ? | / | -6%[39.9 µM] | / | 25% | /
O=C(Nc1ccc2nc(-c3cccs3)c(-c3cccs3)nc2c1)NC1CC1 | -33% | 2% | ? | -4% | ? | 35%[activator][38.3 µM] | -21%
CCOC(=O)C1CCN(C=C2C(=O)N(C)C(=S)N(C)C2=O)CC1 | / | 0% | ? | 3% | 4% | -5% | -1%

Screening results from PubChem BioAssay.
